PAD4 inh: blocks human protein arginine deiminase 4; AID 485272; Q9UM07; recombinant PAD4, RCA probe fluorescence polarization; inhibition, % at 6.36 µM; 330,000 tested, 0.41% active;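 active means percent inhibition above a cutoff equal to the mean of all tested compounds plus 3 SD, cut at about 15% in these data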;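 further: 0% = PAD4 with RCA probe and DMSO and 100% = probe without PAD4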
pPAFAH FP inh: inhibitors of human plasma PAF acetylhydrolase (pPAFAH); Q13093; recombinant pPAFAH, FP-rhodamine probe fluorescence polarization; inhibition, % at 3.39 µM; 330,000 tested, 1.5% active;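 active means inhibition above the mean inhibition across the screen plus 3 SD, cut at about 25% in these data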;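 further: inhibitors block binding of the rhodamine activity-based probe so polarization drops; 0% = enzyme with DMSO and 100% = wells lacking pPAFAH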
GSTO1 inh: GSTO1 inhibition, counter-screen for RBBP9 inhibitors | P78417 | recombinant GSTO1, activity-based probe fluorescence polarization | inhibition, % at 5.96 µM | 300,000 tested, 1.1% active | AID 1974;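 active means inhibition above the campaign mean inhibition plus 3 SD, cut at about 35% in these data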;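 further: 0% = GSTO1-1 with DMSO and 100% = wells lacking GSTO1-1 enzyme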
Target sequence (P78417 whole entry, looked up): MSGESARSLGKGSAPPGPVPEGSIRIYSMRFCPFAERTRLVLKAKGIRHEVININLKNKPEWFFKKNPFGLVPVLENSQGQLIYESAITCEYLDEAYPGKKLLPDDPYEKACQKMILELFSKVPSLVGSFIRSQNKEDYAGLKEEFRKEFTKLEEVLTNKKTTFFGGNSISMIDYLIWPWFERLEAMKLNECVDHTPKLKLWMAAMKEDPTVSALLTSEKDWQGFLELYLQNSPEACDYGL
PAFAH2 inh: PAFAH2 (human) inhibition. inhibition, % at 3.39 µM. Q99487. 340,000 tested, 0.99% active. recombinant PAFAH2, FP-rhodamine activity probe, fluorescence polarization;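 active means inhibition above the mean over all tested compounds plus 3 SD, cut at about 30% in these data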;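 further: inhibitors block probe labeling of enzyme so polarization drops; 0% = enzyme with DMSO and 100% = wells lacking PAFAH2 protein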
PAFAH1B2 inh: blocks human PAF acetylhydrolase 1b catalytic subunit 2 | P68402 | recombinant PAFAH1B2, FP-rhodamine activity probe, fluorescence polarization | inhibition, % at 3.39 µM | 340,000 tested, 1.2% active | AID 492953;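 active means inhibition above the mean of all tested compounds plus 3 SD, cut at about 24% in these data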;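 further: 0% = enzyme with DMSO and 100% = wells lacking PAFAH1B2; many of its hits are not listed in these tables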
LYPLA2 inh: blocks human lysophospholipase 2, a PME1 counter-screen; inhibition, % at 5.9 µM; AID 2177; 320,000 tested, 0.38% active; recombinant LYPLA2, FP-Rh probe fluorescence polarization; O95372;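 active means inhibition above the screen-wide mean plus 3 SD, limit set per campaign, cut at about 26% in these data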;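 further: 0% = LYPLA2 with DMSO and 100% = wells lacking LYPLA2 enzyme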
Target sequence (O95372 whole entry, looked up): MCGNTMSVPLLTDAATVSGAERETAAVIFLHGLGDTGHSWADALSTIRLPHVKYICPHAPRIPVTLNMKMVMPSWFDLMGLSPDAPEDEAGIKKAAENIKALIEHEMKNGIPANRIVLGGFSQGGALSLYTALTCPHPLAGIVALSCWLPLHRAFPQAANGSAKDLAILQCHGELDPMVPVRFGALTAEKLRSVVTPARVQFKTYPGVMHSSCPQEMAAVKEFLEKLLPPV
PME-1 primary: PME-1 (human) inhibition; inhibition, % at 5.9 µM; Q9Y570; AID 2130; recombinant PME-1, FP-Rh probe fluorescence polarization; 320,000 tested, 0.53% active;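 active means inhibition above the campaign mean of all compounds plus 3 SD, cut at about 26% in these data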;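 further: competitive labeling of PME-1 active site by serine hydrolase directed probe; 0% = PME-1 with DMSO and 100% = wells lacking PME-1 enzyme; inhibitors block probe labeling so polarization falls and inhibition rises; many of its hits are not listed in these tables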
Target sequence (Q9Y570 whole entry, looked up): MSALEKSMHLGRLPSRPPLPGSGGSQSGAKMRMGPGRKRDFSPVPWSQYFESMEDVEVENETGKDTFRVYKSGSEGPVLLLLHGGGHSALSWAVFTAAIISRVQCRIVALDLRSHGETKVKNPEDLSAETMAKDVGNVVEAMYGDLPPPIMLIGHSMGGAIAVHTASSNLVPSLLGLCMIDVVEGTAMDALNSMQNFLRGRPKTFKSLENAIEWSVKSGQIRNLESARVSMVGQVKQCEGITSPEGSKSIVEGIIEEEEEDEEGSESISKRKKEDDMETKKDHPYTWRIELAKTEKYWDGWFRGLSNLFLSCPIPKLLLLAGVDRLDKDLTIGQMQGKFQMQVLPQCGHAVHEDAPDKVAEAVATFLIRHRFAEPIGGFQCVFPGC
PAFAH1B3 FP inh: inhibitors of human PAFAH1B3. Q15102. recombinant PAFAH1B3, FP-rhodamine probe, fluorescence polarization. inhibition, % at 3.39 µM. 340,000 tested, 0.28% active. AID 492972;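 active means inhibition above the screen-wide average of all tested compounds plus 3 SD, cut at about 25% in these data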;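 further: 0% = enzyme with DMSO only and 100% = wells lacking PAFAH1B3 protein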
LYPLA1 counter: LYPLA1 (human) inhibition in PME1 counter-screen; O75608; recombinant LYPLA1, FP-Rh probe fluorescence polarization; inhibition, % at 5.9 µM; 320,000 tested, 0.16% active; AID 2174;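 active means inhibition above the mean of all tested compounds plus 3 SD, set per campaign, cut at about 14% in these data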;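 further: inhibitors block serine hydrolase probe labeling of LYPLA1 so polarization falls; 0% = enzyme with DMSO and 100% = wells lacking LYPLA1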
* = called active by the depositor; · = not tested or not shown. The list is partial, so the mix of outcomes need not match the whole.

SMILES | PAD4 inh | pPAFAH FP inh | GSTO1 inh | PAFAH2 inh | PAFAH1B2 inh | LYPLA2 inh | PME-1 primary | PAFAH1B3 FP inh | LYPLA1 counter
CCc1cc2c(Nc3ccc(O)cc3)nc(C)nc2s1 | -1 | -3 | -9 | 1 | 7 | 3 | 1 | 6 | -3
C[C@H](NC(=O)C1CCN(S(=O)(=O)c2ccccc2)CC1)C(=O)NCc1ccc(Cl)c(Cl)c1 | 3 | 7 | 13 | 1 | 0 | 8 | 5 | 5 | 2
CCc1nnc(NC(=O)C2CCN(c3nc(C)cc(C)n3)CC2)s1 | -3 | 4 | 2 | -1 | 2 | 3 | -4 | 6 | -2
Nc1[nH]ncc1C(=O)Nc1cccc(C(F)(F)F)c1 | 3 | 1 | 1 | -8 | 2 | 3 | 3 | 6 | -2
CN(Cc1cccnc1)C(=O)CC1C(=O)NCCN1Cc1ccc(-c2ccccc2)cc1 (stereo not given) | 0 | 4 | 2 | -3 | 3 | -2 | 1 | 5 | -2
Cc1ccsc1C1Nc2ccc3ncccc3c2C2=C1C(=O)CCC2 (stereo not given) | 1 | 1 | -1 | -7 | 1 | 1 | 16 | 5 | 28*
CC(Oc1ccc2c(-c3ccccc3)cc(=O)oc2c1)C(=O)N1CCC[C@@H]1C(N)=O (stereo not given in full) | 3 | 7 | -2 | -6 | 1 | -2 | 6 | 10 | -3
Cc1ccc(-c2cc(C(=O)Nc3c(C)n(C)n(-c4ccccc4)c3=O)c3ccccc3n2)cc1 | 5 | 2 | · | 4 | 4 | · | · | 8 | ·
COc1ccc(C=O)cc1Cn1ccnc1 | -4 | 2 | -1 | -36 | 6 | 8 | -4 | 1 | 6
CCCCC(=O)O[C@]1(C(=O)CO)CC[C@H]2[C@@H]3CCC4=CC(=O)CC[C@]4(C)[C@H]3[C@@H](O)C[C@@]21C | 1 | 1 | 5 | 0 | 7 | 1 | -2 | 5 | -3
O=C(C1CCN(C2CCN(C/C(Cl)=C/c3ccccc3)CC2)CC1)N1CCOCC1 | 1 | 8 | 2 | 0 | 0 | -4 | -1 | 0 | -1
CCOc1ccc(C(=O)O/N=C(\N)c2ccccn2)cc1OCC | -2 | -3 | -2 | 12 | -2 | 0 | 2 | 3 | 0
Cc1nn(-c2ccccc2)c(C)c1/C=N/NC(=O)CSc1nnc(SCc2cccc3ccccc23)s1 | 1 | -11 | -40 | -25 | -13 | -43 | -43 | -20 | -23
Cc1ccccc1CN1CCN(S(=O)(=O)c2ccc(Cl)s2)CC1 | 1 | 5 | 9 | 0 | -3 | 2 | -3 | -2 | -2
O=C(CCn1c(=O)oc2ccccc21)Nc1cccc(Br)c1 | -2 | 12 | 2 | 27 | -2 | 13 | 5 | -3 | -1
Brc1ccc(C[n+]2ccccc2)cc1 | -2 | 1 | 8 | 5 | 4 | -5 | -4 | 9 | -1
Cc1cc(C)n(CCN(C)C(=O)C2CCC(=O)N(CCc3cccc(F)c3)C2)n1 (stereo not given) | 0 | -1 | -5 | 6 | 0 | 0 | 1 | 5 | -2
COC(=O)C(CC(C)C)NC(=O)/C=C/c1ccc(Cl)cc1 (stereo not given) | -4 | 3 | -4 | -9 | 2 | 1 | -1 | 5 | -1
Cc1cc(NS(=O)(=O)c2ccc(NC(=O)CN3C(=O)c4ccccc4C3=O)cc2)nc(C)n1 | 3 | 2 | 4 | -4 | 0 | 6 | -3 | 8 | -1
Cc1ccc(S(=O)(=O)CCNC(=O)Cc2ccc(Cl)cc2)cc1 | -6 | 5 | -1 | -2 | 1 | -1 | -1 | 6 | 0
CSc1ccccc1NC(=O)CN(C)C(=O)C1CCN(C(=O)Nc2ccccc2)CC1 | 2 | -3 | 9 | 0 | 0 | -1 | -2 | -5 | -1
O=[N+]([O-])c1ccc(/C=N/N/C(=N/c2ccccn2)c2ccccn2)cc1 | -7 | 1 | 1 | 3 | -1 | 2 | 2 | 14 | -2
COc1ccc(S(=O)(=O)N(c2onc(C)c2Cl)S(=O)(=O)c2ccc(OC)cc2)cc1 | -3 | -1 | -2 | 3 | -2 | 4 | 0 | -5 | 0
COc1ccc(CC(=O)NC(C)c2nnc(SCCOc3ccc(OC)cc3)n2C)cc1 (stereo not given) | -1 | -5 | 6 | -6 | -2 | 3 | -1 | -2 | -1
Cc1ccc(NS(=O)(=O)c2ccc(-c3coc(C)n3)cc2)c(Br)c1 | -4 | 14 | 6 | 0 | 4 | -4 | -1 | 2 | 0
O=c1oc(CCCO)cc2ccc(C#CC3(O)CCCCC3)cc12 | -2 | 4 | · | 1 | -3 | 11 | 2 | -13 | 3
CCCNC(=S)N1CCC(c2nc3cc(C)c(C)cc3[nH]2)CC1 | -6 | 3 | 0 | 6 | 5 | -5 | 0 | -2 | -1
O=C(O)c1cnc(-c2ccccc2)nc1Oc1ccccc1 | -6 | -2 | 1 | 1 | -2 | -9 | -2 | 0 | -2
CCN(CC)Cc1c(O)ccc2cc(-c3nc4ccccc4n3C)c(=O)oc12 | 4 | -1 | 4 | 8 | 3 | -5 | 2 | 15 | 4
O=C1CCC/C=C/C[C@@H](CC(=O)N(CCO)Cc2ccccc2)C(=O)NC[C@@H](c2ccccc2)O1 | -2 | 2 | · | 1 | 6 | · | · | 5 | ·
COc1ccc(/C=C/C(=O)OCC(=O)NC(C)CCc2ccccc2)cc1 (stereo not given) | 0 | 7 | · | 68* | 7 | · | · | 7 | ·
O=C(O)c1cc(-c2cccc(Cl)c2)nc2nc(N3CCCCC3)sc12 | -3 | 0 | -101 | 12 | 82* | -2 | -24 | 27* | -1
CC(=O)Nc1ccc(OCC(O)CNC2CCCC2)cc1 (stereo not given) | -3 | -3 | 8 | 4 | -2 | -2 | 2 | 4 | 0
CC(C)CNC(=O)c1ccccc1NC(=O)c1ccccc1N(C)S(C)(=O)=O | 5 | 5 | 2 | 3 | -3 | -1 | -1 | 1 | -1
COc1ccc(C(=O)NCC(=O)NCCc2c[nH]c3ccccc23)cc1OC | -1 | -1 | 0 | -5 | 3 | 8 | 2 | 9 | -1
CCSc1n[nH]c2nc3c(c(=O)n12)C1(CCCCC1)Cc1ccccc1-3 | 7 | 4 | -14 | 58* | 82* | -3 | -5 | 3 | 0
CN(CC(=O)N1CCN(c2ccccc2)CC1)C1CCCc2ccccc21 (stereo not given) | 1 | 7 | -1 | -4 | 6 | 9 | -3 | 1 | 3
Cc1ccc(NCC(=O)N=Nc2c(O)[nH]c3ccc([N+](=O)[O-])cc23)cc1 | -4 | 25* | 33 | · | · | 6 | -1 | · | -1
CC(=O)Nc1cc2c(cc1[N+](=O)[O-])OCCO2 | -3 | 1 | 12 | 1 | 3 | 1 | 0 | 6 | 1
COc1ccc(Br)c(C(=O)N(C)CC(=O)Nc2ccc(N3CCOCC3)cc2)c1 | -4 | 1 | 0 | 5 | 6 | 5 | -5 | 4 | 1

Shown as a markdown table: six of the compounds above
| SMILES | PAD4 inh | pPAFAH FP inh | GSTO1 inh | PAFAH2 inh | PAFAH1B2 inh | LYPLA2 inh | PME-1 primary | PAFAH1B3 FP inh | LYPLA1 counter |
| --- | --- | --- | --- | --- | --- | --- | --- | --- | --- |
| CC(C)CNC(=O)c1ccccc1NC(=O)c1ccccc1N(C)S(C)(=O)=O | 5 | 5 | 2 | 3 | -3 | -1 | -1 | 1 | -1 |
| O=C(O)c1cc(-c2cccc(Cl)c2)nc2nc(N3CCCCC3)sc12 | -3 | 0 | -101 | 12 | 82* | -2 | -24 | 27* | -1 |
| CC(=O)Nc1cc2c(cc1[N+](=O)[O-])OCCO2 | -3 | 1 | 12 | 1 | 3 | 1 | 0 | 6 | 1 |
| CC(=O)Nc1ccc(OCC(O)CNC2CCCC2)cc1 (stereo not given) | -3 | -3 | 8 | 4 | -2 | -2 | 2 | 4 | 0 |
| CN(CC(=O)N1CCN(c2ccccc2)CC1)C1CCCc2ccccc21 (stereo not given) | 1 | 7 | -1 | -4 | 6 | 9 | -3 | 1 | 3 |
| COc1ccc(C(=O)NCC(=O)NCCc2c[nH]c3ccccc23)cc1OC | -1 | -1 | 0 | -5 | 3 | 8 | 2 | 9 | -1 |

Continuation.
SMILES | PAD4 inh | pPAFAH FP inh | GSTO1 inh | PAFAH2 inh | PAFAH1B2 inh | LYPLA2 inh | PME-1 primary | PAFAH1B3 FP inh | LYPLA1 counter
CCN(/C=N/S(=O)(=O)c1ccc(Cl)cc1)CC | -1 | 1 | 1 | 0 | 7 | 2 | 5 | 3 | 0
COc1ccc(N2CCN(C(=O)Cn3nnc(-c4cccs4)n3)CC2)cc1 | -2 | 6 | -7 | 0 | 3 | 9 | -1 | 2 | 2
Cc1cc(=O)[nH]c2sc(C(=O)N3c4ccccc4CC3C)c(N)c12 (stereo not given) | 10 | 1 | · | 21 | 23 | · | · | 13 | ·
Cc1ccccc1Oc1ccc(NC(=O)C2CC=CCC2C(=O)O)cc1 (stereo not given) | -7 | 18 | 2 | 0 | 2 | 7 | -1 | 10 | 8
COc1ccc(-c2noc(C3CCCN(C(=O)c4ccc(C)cc4)C3)n2)cc1 (stereo not given) | -1 | 4 | -3 | -1 | 0 | 1 | 10 | -2 | -2
O=C(Nc1ccc2c(c1)CCC2)c1cccc(S(=O)(=O)N2CCN(c3ccccc3)CC2)c1 | -2 | -5 | -5 | -9 | -9 | -35 | -21 | 0 | -24
CC(=O)OC(COc1ccc(F)cc1)Cn1cnc2ccccc21 (stereo not given) | -2 | 0 | 5 | -2 | 7 | -2 | -1 | 7 | 0
Cc1ccc(S(=O)(=O)N2C[C@@H]3CCCC[C@@H]3[C@@H](C)[C@H]2c2cn(Cc3ccccc3)c3ccccc23)cc1 | 5 | 0 | · | -8 | 0 | · | · | 5 | ·
N=c1oc2ccc(Br)cc2cc1C(=O)NC1CCCCCC1 | -5 | 5 | 2 | 0 | 15 | 0 | 0 | 1 | 4
Cc1c(C)n(C)c2ccc(C(=O)NCCc3ccco3)cc12 | -56 | -34 | -51 | -25 | -18 | -161 | -145 | -29 | -71
O=C(NCCN1CCc2ccccc2C1)Nc1ccc([N+](=O)[O-])cc1 | -1 | -3 | -4 | -3 | 2 | 3 | 5 | 3 | 1
COCCNC(=O)c1ccc2c3n(nc2c1)-c1ccccc1CO3 | -1 | 3 | 2 | 0 | -2 | 7 | -1 | -1 | -4
COc1cc(C(=O)NC(=S)Nc2ccc(N3CCCC3)cc2)cc(OC)c1OC | -6 | 3 | 3 | 3 | 7 | 3 | 4 | 3 | -1
Cc1nc(Nc2cccc(F)c2)c2oc3ccccc3c2n1 | -2 | -2 | -11 | -5 | -1 | 2 | -7 | 5 | -6
O=C(CCl)Nc1cccc(-c2cnc3ccccc3n2)c1 | 3 | -1 | 69* | 3 | -10 | 7 | -2 | 8 | 2
COC(=O)Cc1[nH]nc2c1C(c1ccc(O)c(OC)c1)C(C#N)=C(N)O2 (stereo not given) | -4 | 7 | 13 | 12 | 6 | -4 | 3 | 10 | -3
COc1ccc(CCN2C(=O)C(Oc3ccccc3C)C2c2ccc3c(c2)OCO3)cc1 (stereo not given) | -5 | 1 | 5 | 6 | -1 | 0 | 2 | 13 | -6
CN(C(=O)/C=C/c1ccco1)c1ccccc1C(=O)O | 2 | 6 | 1 | 1 | 0 | 0 | -2 | 2 | -1

Screens (PubChem BioAssay)
